Source: PubChem (The Scripps Research Institute Molecular Screening Center)
UHRF1 binding – UHRF1 methylated DNA binding inhibitors, primary screen, counter-screen for MBD2 inhibitor project, biochemical, TR-FRET, human UHRF1, single concentration. E3 ubiquitin-protein ligase UHRF1 (Homo sapiens), Q96T88. UHRF1 binding to methylated oligo. inhibition, % at 4.4 µM. hit rate 0.75% among 370,000. AID 687016, 2013; in the data active = inhibition above about 21%;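 also: UHRF1 SRA domain binding a hemimethylated CpG hairpin DNA probe; 0% = median of test compound wells and 100% = reference inhibitor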
Target sequence (Q96T88 whole entry, looked up, the tested form may be a part): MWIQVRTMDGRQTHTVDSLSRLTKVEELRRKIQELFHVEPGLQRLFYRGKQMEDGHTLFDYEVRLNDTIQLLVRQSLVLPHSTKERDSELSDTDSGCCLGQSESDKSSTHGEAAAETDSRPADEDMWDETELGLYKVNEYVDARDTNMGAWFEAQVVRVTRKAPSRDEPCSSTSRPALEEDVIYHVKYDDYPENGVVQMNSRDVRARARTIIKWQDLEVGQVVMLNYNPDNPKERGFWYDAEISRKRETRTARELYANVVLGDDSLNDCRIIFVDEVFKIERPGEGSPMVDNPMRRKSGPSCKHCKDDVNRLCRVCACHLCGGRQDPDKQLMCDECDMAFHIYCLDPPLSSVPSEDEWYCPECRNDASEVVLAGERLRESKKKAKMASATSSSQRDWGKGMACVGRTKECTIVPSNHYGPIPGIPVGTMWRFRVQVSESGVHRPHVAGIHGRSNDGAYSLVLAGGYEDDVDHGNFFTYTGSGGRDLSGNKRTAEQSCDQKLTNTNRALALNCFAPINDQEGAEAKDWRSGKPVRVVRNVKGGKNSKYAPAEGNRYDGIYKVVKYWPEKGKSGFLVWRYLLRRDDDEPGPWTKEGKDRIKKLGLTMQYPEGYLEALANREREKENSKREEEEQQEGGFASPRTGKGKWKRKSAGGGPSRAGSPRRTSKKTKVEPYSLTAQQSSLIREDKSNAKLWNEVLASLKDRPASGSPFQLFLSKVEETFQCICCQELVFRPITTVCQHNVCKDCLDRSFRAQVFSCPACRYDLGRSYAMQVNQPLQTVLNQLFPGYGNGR
KLK7 zymogen act – proKLK7 zymogen activators, primary screen, biochemical, fluorescence intensity | purified proKLK7, EDANS-DABCYL substrate fluorescence; 100% is mature enzyme control, 0% vehicle | activation, % at 7 µM | hit rate 0.9% among 370,000;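 active = activation above the mean of all tested compounds plus 3 SD, computed per campaign excluding outliers beyond control limits, cut at about 13% in these data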
ADAM17 inh – ADAM17 inhibitors, primary screen, biochemical, QFRET; Disintegrin and metalloproteinase domain-containing protein 17 (Homo sapiens), P78536; recombinant ADAM17, EDANS/DABCYL FRET peptide cleavage; inhibition, % at 6.95 µM; hit rate 0.83% among 370,000; AID 720648, 2013;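 active = inhibition above the mean of compounds lying between control limits plus 3 SD, set per campaign, cut at about 8.5% in these data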;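 also: 0% = DMSO-only wells as the low control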
PLC-gamma1 inh – PLC-gamma1 enzyme inhibitors, primary screen, biochemical, fluorescence, purified enzyme; 1-phosphatidylinositol 4,5-bisphosphate phosphodiesterase gamma-1 (Homo sapiens), P19174; fluorogenic substrate; inhibition, % at 12.2 µM; hit rate 0.84% among 370,000; in the data active = inhibition above about 9.5%
ASAP1 GAP inh – inhibitors of human ASAP1 ArfGAP activity, primary screen, biochemical, fluorescence polarization. Arf-GAP with SH3 domain, ANK repeat and PH domain-containing protein 1 (Homo sapiens), …. inhibition, % at 16.5 µM. AID 624377, 2012. ASAP1-stimulated ARF1 GTP hydrolysis, GDP FP detection. hit rate 0.19% among 360,000; in the data active = inhibition above about 25%;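 also: 0% = vehicle with enzyme and substrate and 100% = no enzyme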
Tn7 DDE FP – inhibitors of Tn7 peptide binding to fibrin DD(E), primary screen, biochemical, fluorescence polarization, human fibrin, Tn7 probe; Fibrinogen beta chain (Homo sapiens), P02675; FP displacement of FITC-Tn7 peptide from fibrin DD(E); 0% = median of compound wells per plate; inhibition, % at 8.3 µM; hit rate 0.13% among 370,000; AID 720508, 2013;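 active = inhibition above the mean of compounds falling within the control limits plus 3 SD of them, cut at about 14% in these data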;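 also: 0% = plate median of compound wells and 100% = 10 µM Aha-Tn7 peptide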
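Assay system: Human clot-derived fibrin DD(E) complex | Buffer or medium: Tris/NaCl/CaCl2 buffer, pH 7.8 | Repeats: One replicate per compound | Benchmarks: Aha-Tn7 high control | Measure: % inhibition scaled between sample-field median and high-control FP | Schedule: 10 min plus 3 h, room temperature | Signal: Fluorescence polarization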
Tn6 DDE FP – inhibitors of Tn6 peptide binding to fibrin DD(E), primary screen, biochemical, fluorescence polarization, human fibrin, Tn6 probe | Fibrinogen beta chain (Homo sapiens), P02675 | Fibrin DD(E) TRITC-Tn6 fluorescence polarization displacement | inhibition, % at 8.3 µM | hit rate 0.21% among 370,000 | AID 720509, 2013;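 active = inhibition above a per-campaign cutoff: mean of compounds within control limits plus 3 SD, cut at about 15% in these data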;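 also: 0% = median of all compound wells on the plate and 100% = blocking peptide control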
PLC-beta3 inh – human PLC-beta3 inhibitors, primary screen, biochemical, fluorescence; hit rate 0.18% among 370,000; inhibition, % at 12.2 µM; Purified PLC-beta3, fluorogenic substrate; in the data active = inhibition above about 11%;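 also: 0% = median of compound wells on plate and 100% = full blocker control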
ARFGAP1 inhibitor – inhibitors of rat ARFGAP1 GAP activity, primary screen, biochemical, fluorescence polarization, GDP tracer | ADP-ribosylation factor GTPase-activating protein 1 (Rattus norvegicus), Q62848 | Arfgap1-stimulated ARF1 GTP hydrolysis, GDP FP detection | inhibition, % at 16.5 µM | hit rate 0.26% among 360,000;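 active = inhibition above a per-plate limit, mean inhibition of low control wells plus 3 SD, cut at about 25% in these data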;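 also: 0% = DMSO wells with enzyme and 100% = wells lacking Arfgap1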
Target sequence (Q62848 1-136 limits assumed): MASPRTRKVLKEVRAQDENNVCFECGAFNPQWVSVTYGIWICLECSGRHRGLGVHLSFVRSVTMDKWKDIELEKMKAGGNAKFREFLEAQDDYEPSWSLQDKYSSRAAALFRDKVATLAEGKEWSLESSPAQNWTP
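Material: rat Arfgap1 catalytic domain, aa 1-136; also added: human ARF1(Δ1-17)-GTP substrate; compound dosing: one concentration, 16.5 µM, DMSO 1.26%; incubation: GTP hydrolysis reaction 2 h at 25 °C; measured by: Tracer-displacement fluorescence polarization with EDTA stop, 620/688 nm; evaluation: % inhibition from polarization; repeats: one replicate per compound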
MBD2 inh – inhibitors of MBD2 binding to methylated DNA, primary screen, biochemical, TR-FRET, DNA-binding domain, human | Methyl-CpG-binding domain protein 2 (Homo sapiens), Q9UBB5 | MBD2 binding to methylated oligonucleotide | inhibition, % at 4.4 µM | hit rate 0.31% among 370,000; in the data active = inhibition above about 13%
* marks the source's active call; other numbers are inactive results; i = inactive; . = not tested or not shown; & = joins results of further samples.

SMILES	UHRF1 binding	KLK7 zymogen act	ADAM17 inh	PLC-gamma1 inh	ASAP1 GAP inh	Tn7 DDE FP	Tn6 DDE FP	PLC-beta3 inh	ARFGAP1 inhibitor	MBD2 inh
COCCNC(=O)C(=O)Nc1cc2c3c(c1)C(C)C(=O)N3CCC2 (stereo not given)	0	-0.2	-6	-10	-11	-1	-6	-21	-7	3
CCCCn1c(SCc2nc(N)nc(Nc3ccccc3C)n2)nc2ccccc2c1=O	0	0.8	4	-1	10	7	-4	1	11	2
CC1=C(C(=O)N(C)C)CC(CC(=O)NCCCN(C)C)C(=O)N1Cc1ccc(C(C)(C)C)cc1 (stereo not given)	-3	-1.0	-3	0	-17	5	-1	1	6	2
O=C(Nc1cccc([N+](=O)[O-])c1)NC1CCCCN(Cc2cccc(Cl)c2)C1=O (stereo not given)	0	0.2	-1	-1	.	-3	-4	-3	.	-2
Oc1ccccc1-n1nc2ccc3nonc3c2n1	-3	0.4	1	1	0	-1	-5	-6	12	-2
CSc1ccc(S(=O)(=O)NCc2ccccc2)cc1	-1	0.1	0	-2	-10	9	4	-3	-1	2
Cc1ccc(S(=O)(=O)N2CCOCC2)cc1NS(=O)(=O)c1ccc(F)c(F)c1	4	0.0	-1	2	2	3	-6	-8	-7	3
COc1ccc(C(c2nnnn2-c2ccc3c(c2)OCCO3)N2CCN(C/C=C/c3ccccc3)CC2)cc1 (stereo not given)	2	0.7	4	-1	8	-6	-6	1	13	5
O=C(Nc1cccc([N+](=O)[O-])c1)Nc1cccs1	0	0.7	-1	4	6	2	-2	-1	-1	-7
O=C(Nc1ccccc1C(F)(F)F)Nc1cccc2ccccc12	-3	-8.4	-25	-27	5	-1	3	-40	12	1
COc1cccc(NC(=O)c2nnn(Cc3ccc(Br)cc3F)c2N)c1	-2	-0.3	1	1	-7	1	-4	6	-11	1
CCc1nc2ccc(C(=O)N3CCN(C(C)=O)CC3)cn2c1N(C)C(=O)c1cccc(OC)c1	0	-0.3	-4	-1	4	-1	-6	-2	8	-2
Cn1c(=N)n(CC(=O)c2cccs2)c2ccccc21	-1	-1.2	5	3	2	-7	-5	4	-2	-4
O=C(CNC(=S)N(Cc1ccccc1)Cc1cccnc1)NC1CCCC1	2	0.0	-7	1	1	2	-4	5	6	8
CCN(Cc1ccccc1)Cc1nc(CCc2ccccc2)no1	0	1.2	-4	2	1	-7	5	-6	13	2
CCOC(=O)C1CCN(C(=O)c2cc3c(ccc4ccccc43)o2)CC1	-1	0.1	1	1	9	6	-5	-8	-1	-8
CCC1=C(C)CN(C(=O)NCCc2ccc(S(=O)(=O)NC(=O)NC3CCC(C)CC3)cc2)C1=O (stereo not given)	-1&-1	-0.8&-0.4	0&0	0&-2	9	-2&-6	-1&10	1&1	1	6&1
CCOC(=O)CN1C(=O)N(c2ccccc2OC)S(=O)(=O)c2ccccc21	1	0.3	2	1	7	-1	0	-3	4	4
COCCNc1nc(-c2cc(-c3ccccc3)on2)cc(C(C)C)n1	-3	-2.2	-19	-47	11	8	0	-47	6	2
CC(OC(=O)Cn1cnc2ccccc2c1=O)C(=O)N(C)c1ccccc1 (stereo not given)	-1	-0.4	-3	-1	-10	8	10	-3	6	-1

Limited to ADAM17 inh and Tn7 DDE FP, for 2 of the compounds above:
Structure | ADAM17 inh | Tn7 DDE FP
COc1ccc(C(c2nnnn2-c2ccc3c(c2)OCCO3)N2CCN(C/C=C/c3ccccc3)CC2)cc1 (stereo not given) | 4 | -6
O=C(Nc1cccc([N+](=O)[O-])c1)Nc1cccs1 | -1 | 2

Back to the main list with the 4 entries that preceded the break.
SMILES	UHRF1 binding	KLK7 zymogen act	ADAM17 inh	PLC-gamma1 inh	ASAP1 GAP inh	Tn7 DDE FP	Tn6 DDE FP	PLC-beta3 inh	ARFGAP1 inhibitor	MBD2 inh
CCC1=C(C)CN(C(=O)NCCc2ccc(S(=O)(=O)NC(=O)NC3CCC(C)CC3)cc2)C1=O (stereo not given)	-1&-1	-0.8&-0.4	0&0	0&-2	9	-2&-6	-1&10	1&1	1	6&1
CCOC(=O)CN1C(=O)N(c2ccccc2OC)S(=O)(=O)c2ccccc21	1	0.3	2	1	7	-1	0	-3	4	4
COCCNc1nc(-c2cc(-c3ccccc3)on2)cc(C(C)C)n1	-3	-2.2	-19	-47	11	8	0	-47	6	2
CC(OC(=O)Cn1cnc2ccccc2c1=O)C(=O)N(C)c1ccccc1 (stereo not given)	-1	-0.4	-3	-1	-10	8	10	-3	6	-1
O=C(Cc1ccc(Br)cc1)N/N=C/c1cccnc1	-2	0.4	2	1	-11	-7	-7	-6	-11	-7
Cc1ccc2cc3cc(C(=O)NCCCN4CC(C)CC(C)C4)oc3nc2c1 (stereo not given)	-10	30*	-354	-225	-4	-2	-4	-300	-3	-2
COc1cc(C)ccc1OCC(=O)NCC1CCCO1 (stereo not given)	3	0.1	3	5	6	4	-3	1	-6	-2
CCOc1ccccc1OCCCOc1ccc([N+](=O)[O-])cc1Cl	0	0.5	4	0	-3	-10	-7	2	4	2
COc1ccc(S(=O)(=O)N2CCC(C(=O)NC3CC3)CC2)cc1Cl	0	0.7	-2	1	7	6	7	-1	6	-5
Cc1c(S(=O)(=O)NC(C)c2ccccc2)c(=O)n(C)c(=O)n1C (stereo not given)	-1	0.3	-3	0	4	-3	1	-4	-4	1
O=C(NCc1ccccc1)C(C(=O)c1ccc(F)cc1)n1ccccc1=O (stereo not given)	-4	-0.7	0	-5	-6	2	3	-3	1	-1
COc1ccc(NC(=O)C2(C)Cc3c(-c4ccc(N(C)C)cc4)ccnc3O2)cc1OC (stereo not given)	1	-3.5	-191	-269	2	-5	-4	-364	10	-6
O=C(OC1CCOC1=O)c1cc(-c2ccc(Cl)cc2)nc2ccccc12 (stereo not given)	0	2.7	-25	-6	13	-9	-2	-4	6	-1
CN(C)c1nnnn1-c1ccccc1Oc1ncc(C(F)(F)F)cc1Cl	0	1.0	1	3	0	-1	-4	2	3	3
COC(=O)C1=C(C)N(Cc2ccccc2C(F)(F)F)C(=NCc2ccc(C(F)(F)F)cc2)NC1CCc1ccccc1 (stereo not given)	1	0.6	3	2	-7	-2	0	-1	-1	5
COc1ccc(/C=C2\SC(=S)N(CC(=O)Nc3nnc(C)s3)C2=O)cc1	1	-0.8	-4	-1	-7	10	1	0	4	3
Nc1[nH]c(C(=O)c2ccccc2)c(-c2ccc([N+](=O)[O-])cc2)c1C(=O)NCCc1c[nH]c2ccccc12	-1	-0.3	1	3	11	0	-4	0	3	3
COc1cc(SC)ccc1C(=O)Nc1ncc(C)s1	0	4.0	-4	-42	-1	1	5	-79	1	-1
Nc1c2c(nc3ccn(-c4ccccc4)c(=O)c13)CCCCC2	1	-2.2	-20	-3	2	-4	2	-4	2	-1
O=C1/C(=C/c2ccco2)Oc2c1ccc(O)c2CN1CCCCC1	14	14*	-27	i	8	1	8	i	3	1
COc1c2c(cc(O)c1C(C)=O)OC(C)(C)C=C2	2	-0.9	-3	-2	0	7	-4	1	5	3
Nc1c(Cl)cnc(C(Cl)(Cl)Cl)c1Cl	-2	-0.6	-1	1	-2	3	2	-6	5	1
CC1CC(C)CN(C(=O)CCC(=O)Nc2nnc(C(C)C)s2)C1 (stereo not given)	-1	-0.6	2	-2	-17	7	2	-5	-5	-2
Cc1ccc(S(=O)(=O)NCC(=O)N2CCOCCOCCOCCOCC2)cc1	1	0.8	1	-2	-7	5	-2	-4	7	5
O=C(Cn1cc(COc2cccc([N+](=O)[O-])c2)nn1)c1ccc(O)cc1	21*	-0.4	-4	2	8	6	-6	-1	-2	13*
CCn1c(CNC(=O)COc2ccc(C(C)C)cc2)nnc1SCC(=O)Nc1cc(F)ccc1C	2	0.1	12*	10*	-1	-6	0	8	11	-6
Cc1ccc(N=C2NC(=O)S/C2=C\c2ccco2)cc1	1	0.1	-4	-3	9	10	-4	-3	14	2
CCn1c(C(C)NC(=O)c2cccc(C)c2)nc2ccccc21 (stereo not given)	0	0.0	-1	0	8	-6	-2	3	-19	-6
COc1ccc(OCC(=O)Nc2ccccc2C(=O)N2CCCC2)cc1	7	-0.1	-1	-4	6	5	3	-1	-8	-8
Cc1c(NC(=O)CN2C(=O)C(=O)c3ccccc32)c(=O)n(-c2ccccc2)n1C	18	0.8	-2	-2	-2	4	0	-11	-10	-6
CCc1nonc1NC(=O)c1oc2cc(C)c(Cl)cc2c1C	2	-0.1	5	0	8	-2	-1	-2	-6	-7
Cc1cc(OC(=O)CNC(=O)OC(C)(C)C)c2c(C)cc(=O)oc2c1	-5	1.2	-2	-42	-1	-6	-6	-54	10	-5
O=C(NCCCN1CCOCC1)c1cccc(NC(=O)c2ccccc2)c1	-1	0.1	-3	-1	-17	3	0	-3	-9	0
CCN(CC)CCNC(=O)Cc1c(C(=O)O)n(CC)c2ccccc12	-1	-0.2	2	-3	10	-3	6	-20	7	-3
CCc1ccc(NC(=O)Cn2c(=O)c3cccn3c3ccccc32)cc1	-4	-1.0	0	-8	-4	-3	-9	-21	15	0
O=C(CCN=C1NS(=O)(=O)c2ccccc21)N1CCc2ccccc2C1	-1	0.3	-5	0	-3	2	-2	-4	20	-3
COc1ccc(/C=N/NC(=O)C(=O)NCc2cccnc2)cc1OC	-3	-0.6	-4	-19	-8	1	2	-26	-6	-2
CNc1cncc(-c2ccc(C)cc2)n1	-3	30*	i	-409	-5	-8	2	i	-9	1
CS(=O)(=O)N1CCc2cc(S(=O)(=O)Nc3ccc4c(c3)OCCO4)ccc21	1	-0.4	-2	0	5	-4	-2	-2	-2	-4
CC(C)N(CC(=O)Nc1ccc(Cl)cc1C(F)(F)F)C(=O)CCl	0	0.0	-7	-2	7	0	5	-8	6	4
COCc1nnc(NC(=O)c2cccc(NC(=O)C(C)C)c2)s1	-3	-0.1	-6	1	-7	4	2	-7	4	-4

No enrichment for hits; about 4.1% have a hit in one of these screens.
